IMP-1 inhibitor = inhibitors of Pseudomonas aeruginosa IMP-1 metallo-beta-lactamase | inhibition, % at 5.6 µM | purified IMP-1, nitrocefin hydrolysis, epi-absorbance fluorescence | AID 1556 | 0.45% of 290,000 active;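 active = inhibition above the mean plus 3 SD of all compounds in the same screening run, cut at about 4.5% in these data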;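 note: 0% = IMP-1 with DMSO and 100% = DMSO wells lacking enzyme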
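System: Purified recombinant IMP-1 metallo-beta-lactamase enzyme | Measured by: Fluorescence quenching readout, ex 480/em 530 nm | Replication: Singlicate | Incubation: 15 min preincubation plus 25 min reaction at 25 °C | Evaluation: Percent inhibition from optical density relative to buffer-blank wells | Benchmarks: DMSO with and without IMP-1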
IDE cell activ = activators of human insulin-degrading enzyme in cells | P14735 | HEK cells, FAbeta-B cleavage, fluorescence polarization; 0% vehicle, 100% cell-free pure enzyme wells | activation, % at 5.96 µM | 0.073% of 340,000 active;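 active = activation above the mean of all tested compounds plus 3 SD, set per screening campaign, cut at about 17% in these data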
Target sequence (P14735 whole entry, looked up): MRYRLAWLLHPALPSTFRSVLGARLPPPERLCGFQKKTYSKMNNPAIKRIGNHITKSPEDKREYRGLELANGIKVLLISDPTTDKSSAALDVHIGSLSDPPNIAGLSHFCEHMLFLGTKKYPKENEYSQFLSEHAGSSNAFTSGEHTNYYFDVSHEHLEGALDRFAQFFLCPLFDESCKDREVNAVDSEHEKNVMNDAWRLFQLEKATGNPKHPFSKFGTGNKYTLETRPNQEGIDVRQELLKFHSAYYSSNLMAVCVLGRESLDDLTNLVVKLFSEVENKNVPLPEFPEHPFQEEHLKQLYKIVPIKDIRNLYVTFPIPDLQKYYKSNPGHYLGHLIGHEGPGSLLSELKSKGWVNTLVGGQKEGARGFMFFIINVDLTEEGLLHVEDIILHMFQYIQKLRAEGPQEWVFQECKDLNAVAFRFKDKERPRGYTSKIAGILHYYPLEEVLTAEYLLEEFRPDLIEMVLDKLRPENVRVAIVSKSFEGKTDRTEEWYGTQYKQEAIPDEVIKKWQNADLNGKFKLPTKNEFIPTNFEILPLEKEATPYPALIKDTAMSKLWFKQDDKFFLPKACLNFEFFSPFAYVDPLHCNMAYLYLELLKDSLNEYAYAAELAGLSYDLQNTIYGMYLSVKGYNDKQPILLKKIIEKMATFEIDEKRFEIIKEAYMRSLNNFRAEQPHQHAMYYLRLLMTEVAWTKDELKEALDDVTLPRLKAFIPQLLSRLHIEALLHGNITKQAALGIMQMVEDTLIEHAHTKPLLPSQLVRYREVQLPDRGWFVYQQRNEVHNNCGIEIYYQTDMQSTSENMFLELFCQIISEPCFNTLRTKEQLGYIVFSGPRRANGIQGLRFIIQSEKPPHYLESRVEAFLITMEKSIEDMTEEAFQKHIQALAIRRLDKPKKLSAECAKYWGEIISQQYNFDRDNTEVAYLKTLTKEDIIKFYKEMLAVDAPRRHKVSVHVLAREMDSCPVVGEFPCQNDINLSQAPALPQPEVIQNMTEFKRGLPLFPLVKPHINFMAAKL
SUMO HTRF inh = SUMOylation inhibition | AID 2006 | inhibition, % at 35 µM | 0.36% of 290,000 active | HTRF SUMOylation assay, SAE1/SAE2 + UBC9, in vitro | P63279; in the data active = inhibition above about 50%, passing the limit was not always enough; note: strong numbers were not always called active
p-CIP stab down = p/CIP protein destabilization | F442A p/CIP-EGFP cells, EGFP fluorescence, 16 h | decrease of EGFP signal, % at 10 µM | AID 1984 | 0.01% of 290,000 active;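 active = EGFP signal decrease of at least 30% at 10 µM or well 3 SD below plate mean, unless failing retest; inactive = the rest, including hits failing retest or dose response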; note: some compounds called inactive have numbers as strong as hits; many of its hits are not listed in these tables
VIM-2 inh = blocks Pseudomonas aeruginosa VIM-2 metallo-beta-lactamase; purified VIM-2, nitrocefin hydrolysis, epi-absorbance fluorescence; inhibition, % at 5.6 µM; 0.89% of 290,000 active; AID 1527;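 active = inhibition above the mean of all tested compounds plus 3 SD, cutoff set per screening run, cut at about 7.5% in these data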;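 note: red hydrolysis product quenches plate fluorescence so inhibitors raise well fluorescence; 0% = enzyme with DMSO and 100% = DMSO without enzyme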
NS3 helicase inh = blocks Hepatitis C virus NS3 helicase unwinding | NS3 helicase DNA unwinding, Cy5 molecular beacon fluorescence | inhibition, % at 10.9 µM | 0.56% of 290,000 active;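 active = inhibition above the mean of all tested compounds plus 3 SD, set per campaign, cut at about 35% in these data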;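 note: 0% = DMSO wells and 100% = thioflavine S control wells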
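test system = hepatitis C virus NS3 helicase domain fragment enzyme | reagent = annealed dual-labelled DNA beacon duplex, ATP-started | times = 1 h at 25 °C | detection = Cy5 fluorescence, 0 and 60 min reads | read-out basis = percent inhibition from t60/t0 fluorescence ratio | control set = DMSO and thioflavine S | replication = one well per compound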
IDE inh = inhibits human insulin-degrading enzyme in HEK cells | P14735 | AID 434962 | 0.41% of 320,000 active | inhibition, % at 5.59 µM | FAbetaB cleavage, fluorescence polarization;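 active = percent inhibition above the average of all tested compounds plus 3 SD, set per screening campaign, cut at about 16% in these data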;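 note: IDE supplied by intact live HEK cells; FP after avidin binding of uncleaved biotin substrate so inhibition keeps polarization high; 0% = DMSO wells and 100% = 60 µM reference IDE inhibitor Ii1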
CRFBP-R2 block = antagonists of CRF-binding protein/CRF-R2 receptor complex. HEK293 CRF-R2/CRF-BP, CRF-induced calcium fluorescence. inhibition, % at 11.8 µM. 0.59% of 350,000 active. AID 588475;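 active = inhibition of the ligand-induced calcium signal above about 50% at the single tested concentration, limit read from the data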
GalR3 antag = antagonists of human GalR3 | O60755 | HEK293 GalR3-CNG cAMP membrane potential fluorescence; galR3 body fused to GalR1 C-terminus | inhibition, % at 3 µM | 0.44% of 360,000 active | AID 651719;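 active = inhibition above the screen-wide average plus 3 SD, cut at about 13% in these data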;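 note: forskolin and galanin both at EC90 stimulate the cells; cAMP rise reported by CNG channel membrane potential dye signal; 0% = forskolin plus galanin with DMSO and 100% = forskolin alone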
Numbers without * were called inactive; . = not tested or not shown.

Value order – IDE inh	SUMO HTRF inh	IDE cell activ	CRFBP-R2 block	GalR3 antag	p-CIP stab down	IMP-1 inhibitor	VIM-2 inh	NS3 helicase inh
O=C(O)c1ccc2c(c1)N(Cc1ccccc1)C(=O)c1ccccc1S2
 : 2.1	11.1	-1.9	-3.1	5.0	-1.4	-4.0	-1.7	6.1
CC(C)(C)n1ncc2c(=O)n(CC(=O)Nc3ccc(Cl)cc3)cnc21
 : -0.8	-10.1	6.7	-13.9	-6.1	1.2	-4.2	-4.3	-4.7
CC(C)Cn1c(N)c(C(=O)NCCN2CCOCC2)c2nc3ccccc3nc21
 : 1.3	28.8	-0.2	-16.5	-6.3	-11.7	-3.6	5.1	-0.1
Cc1cc(C(=O)COc2ccccc2Cl)c(C)n1C1CC1
 : -0.2	.	0.2	-19.5	-6.1	.	.	.	.
CCSc1nnc(NC(=O)Nc2cccc(C)c2)s1
 : -0.2	17.3	4.0	-0.5	1.4	-13.6	-2.6	-2.1	1.4
Cc1ccc(C)c(NC(=O)c2nc(Cl)ccc2Cl)c1
 : -2.3	-3.1	6.2	-9.9	6.7	-3.8	-6.8	-3.9	-1.9
OCc1ccccc1NC(=S)Nc1cccnc1
 : 6.6	14.5	1.9	-4.8	4.3	-10.4	-6.2	-1.6	-3.2
COC(=O)[C@@H](CC(C)C)NS(=O)(=O)N(Cc1ccccc1)[C@@H](CC(C)C)C(=O)OC
 : 3.2	.	3.1	-2.1	-4.8	.	.	.	.
COc1ccc(C(=O)NCC2OCCc3ccccc32)cc1 (stereo unspecified)
 : 1.9	-14.6	6.5	-5.6	-5.9	-10.0	-1.2	0.1	4.1
O=C(NCc1cc([N+](=O)[O-])ccc1O)c1cccnc1Sc1ccccc1Cl
 : -2.0	-11.7	8.2	4.0	2.6	8.0	-1.9	-2.3	-1.5
NS(=O)(=O)c1ccc(CCNS(=O)(=O)c2cccs2)cc1
 : 8.6	3.0	-5.1	-6.8	-4.0	1.7	-5.6	-1.2	2.5
COCCN(CC(=O)NCC1CCCO1)C(=O)CCC(=O)Nc1cc(C)on1 (stereo unspecified)
 : 3.9	12.1	-2.4	-1.5	-3.0	-1.3	0.1	-1.2	-2.4
O=C(CN1CCN(C(=O)C2COc3ccccc3O2)CC1)Nc1ccccc1 (stereo unspecified)
 : 11.7	-0.2	3.5	0.6	-5.9	7.8	2.2	-0.3	26.3
COCc1c(C(=O)N2CCc3ccccc32)oc2ccccc12
 : -0.8	12.9	5.4	7.4	-1.1	-2.5	-1.4	-2.6	-13.2
COC(=O)C1=C(C(=O)OC)C(c2cc([N+](=O)[O-])ccc2O)c2sc(=O)[nH]c2S1 (stereo unspecified)
 : 5.4	7.9	-1.0	-30.7	-3.9	-13.9	-3.2	-1.0	7.8
CCOC(=O)C(=CNNc1cccc(Cl)c1)C(=O)OCC
 : 5.8	-20.7	-0.3	2.9	-0.6	-1.9	-1.9	-0.1	8.4
CN(C(=O)c1ccc(NC(=O)Cc2ccc(NC(=O)C3CCCN(C(=O)C4CCCCC4)C3)cc2)cc1)C1CC1 (stereo unspecified)
 : 1.3	.	0.9	37.3	-3.9	.	.	.	.
CCOC(=O)c1cnc(SCC(=O)NCc2cccs2)nc1N
 : -1.9	9.7	0.8	-17.0	-2.9	0.3	-1.9	-0.7	3.0
CCC(C(=O)NCc1ccco1)N(Cc1cccs1)C(=O)CNS(=O)(=O)c1ccccc1 (stereo unspecified)
 : 2.7	2.0	-0.4	-4.7	-6.0	-7.8	-1.8	-1.0	-2.6
Cc1cc(C)n(-c2ccc(NC(=O)C3CCN(Cc4cnc(C)s4)CC3)cc2)n1
 : -2.7	-3.5	-0.7	-8.6	-3.6	10.1	-1.1	-1.0	-3.9
Cc1ccc(S(=O)(=O)c2c(C)nn(C(C)(C)C)c2OC(=O)c2ccc(Br)o2)cc1
 : -2.3	3.9	1.6	-10.8	7.1	2.7	-1.3	-2.1	-1.6
C=C1C[C@H]2[C@@H]3CCc4cc(OC)ccc4[C@H]3CC[C@]12C
 : 4.9	.	2.4	-5.3	-4.2	.	.	.	.
CCCNC(=O)NC(=O)CSc1cccc(C(F)(F)F)c1
 : 4.8	-3.1	2.5	-11.6	-0.6	-1.2	-0.3	-0.1	7.3
CN(CC(=O)NCCc1ccc(S(N)(=O)=O)cc1)S(=O)(=O)c1cccc2nsnc12
 : -0.3	-4.4	0.1	-4.1	-6.5	16.3	-1.7	2.3	29.2
COc1ccc(OC)c(S(=O)(=O)Nc2ccc(O)c(Sc3ncn[nH]3)c2)c1
 : 3.2	-3.9	3.0	12.9	.	2.7	1.5	-0.4	-16.9
Cc1ccc(NC(=O)Nc2cccs2)cc1
 : 1.4	-12.9	0.6	2.8	-6.6	-2.3	-1.2	-1.7	3.0
O=C(CNS(=O)(=O)c1c(Cl)cccc1Cl)N1CCCCCC1
 : 6.5	21.2	7.9	20.3	-1.7	-17.2	-5.3	-2.2	0.3
CCCN1C(=O)C(O)(C/C(C)=N/O)c2ccccc21 (stereo unspecified)
 : -1.9	6.2	4.0	16.6	-2.1	-13.4	-0.5	-0.9	0.2
CCOC(=O)C(C)c1c(C(=O)c2ccc(C)nc2)c2ccccc2n1C (stereo unspecified)
 : 1.0	15.2	.	.	6.9	-9.2	-1.6	0.3	-5.8
Cc1nc(-c2cccnc2)sc1C(=O)Nc1ccc(Cl)cc1
 : 12.9	8.6	-3.3	20.5	1.8	-2.7	-2.2	-1.8	-2.2
Cc1ccc(NC(=O)C(C)OC(=O)Cc2c[nH]c3ccccc23)cc1 (stereo unspecified)
 : 3.8	.	-1.4	35.4	-5.7	.	.	.	.
CC1CCCCC1NC(=O)CNC(=O)c1ccco1 (stereo unspecified)
 : -1.7	.	4.6	-14.1	-2.5	.	.	.	.
COc1ccc(/C=C/C(=O)Nc2c(C(=O)O)[nH]c3ccccc23)cc1OC
 : -3.1	23.9	7.0	2.7	-3.6	-1.2	-1.4	-2.5	17.5
CCCCC(CCC(=O)O)(C(=O)OCC)c1csc(Nc2ccccc2)n1 (stereo unspecified)
 : 1.1	16.0	6.6	-23.5	.	-0.8	-2.9	5.7	31.0
Clc1ccc2[nH]c3c(NCC4CCCO4)ncnc3c2c1 (stereo unspecified)
 : 38.2*	10.0	.	.	-3.1	-35.3	1.4	4.3	-3.6
Cc1noc(C)c1S(=O)(=O)N1CCCCC1
 : 2.4	9.6	-0.5	-2.9	-3.1	-14.5	-3.5	-4.6	-0.7
O=C(CCC(=O)N1CCSc2ccccc21)NCc1ccc(Cl)cc1
 : 2.4	15.2	2.1	-37.7	.	-0.5	-1.4	-3.2	-9.0
CC(C)(O)c1cc2ccc(C#Cc3ccsc3)cc2c(=O)o1
 : 1.1	.	-1.2	3.8	-5.2	.	.	.	.
CCOC(=O)c1c(C)[nH]c(C)c1S(=O)(=O)NCc1ccc(OCC)cc1
 : -2.9	5.7	2.8	9.2	-9.0	1.8	-2.9	0.6	4.5
Cc1ccc(SCc2[nH]nc3c2C2(CCSCC2)C(C#N)=C(N)O3)cc1
 : -2.4	16.4	0.7	-9.9	-7.5	-2.4	-0.5	-7.2	23.2
CCN(CC)S(=O)(=O)c1cccc(NC(=O)CSc2nnc(N)s2)c1
 : -3.3	3.5	4.9	-6.5	-8.1	-8.6	-2.9	-5.2	-2.2
O=C(c1ccccc1)N1CCCC(C(=O)N2CCCCCC2)C1 (stereo unspecified)
 : 0.5	-16.2	-3.6	4.4	-2.0	6.6	-2.0	-2.2	1.7
O=C(CC(CC(=O)c1ccccc1)c1ccccc1)c1ccccc1
 : 5.6	-1.8	4.5	3.3	-1.1	-3.6	-1.9	-3.4	-4.9
CNC(=O)Cc1nc2ccccc2n1CC(=O)Nc1cc(C)cc(C)c1
 : 0.4	7.5	4.0	1.2	-4.3	-2.4	-2.1	-1.8	1.1
COc1cccc(-c2nn(C)c3sc(C(=O)N4CCN(c5ccccc5)CC4)cc23)c1
 : 8.0	7.3	-4.7	4.2	-3.8	5.4	-0.9	1.8	-1.1
O=C(CN1C(=O)NC2(CCCC2)C1=O)OCc1ccc(Br)cc1
 : -1.2	.	2.2	10.4	-3.8	.	.	.	.
CCOC(=O)c1c(CN2CCN(CC#N)CC2)n(C)c2cc(Br)c(OC)cc12
 : 1.3	-16.9	0.7	-3.3	-9.8	-6.5	0.0	3.5	-17.8
Cn1c(=O)c2c(nc3n2CC(O)CN3c2ccccc2)n(C)c1=O (stereo unspecified)
 : 9.3	.	0.2	-2.7	3.1	.	.	.	.
COc1ccc(-c2nn(-c3ccccc3)cc2C(=O)Nc2ccc(C(=O)O)cc2)cc1OC
 : 5.4	12.9	2.5	-5.8	0.7	9.8	-0.8	-0.9	6.5
COc1cc(NC(=O)C/C(C)=N/NC(=O)c2cccc(O)c2)c(OC)cc1Cl
 : 4.5	-0.7	5.5	15.1	2.3	-9.3	-3.3	-3.3	-9.9

The listing continues.
Value order – IDE inh	SUMO HTRF inh	IDE cell activ	CRFBP-R2 block	GalR3 antag	p-CIP stab down	IMP-1 inhibitor	VIM-2 inh	NS3 helicase inh
CN(C)CCCN(C(=O)c1ccco1)c1nc2ccc(Cl)cc2s1
 : 1.0	3.7	10.4	-23.4	-12.4	-6.7	-0.6	-1.6	-6.2
O=C(NCCN1CCCC1)c1ccc(Cn2c(=S)[nH]c3ccc(Br)cc3c2=O)cc1
 : 7.1	11.0	-2.3	-12.7	-2.0	-9.8	-5.5	-3.4	-24.7
CCC1CCc2c(sc(NC(=O)c3cnccn3)c2C(N)=O)C1 (stereo unspecified)
 : -0.5	-3.2	1.0	-10.1	-5.5	-11.7	-1.7	-2.6	10.7
CN(CC(=O)Nc1cccc(F)c1)C(=O)c1ccc(-n2cncn2)c([N+](=O)[O-])c1
 : 5.4	.	2.3	-2.1	-0.7	.	.	.	.
Cc1oc(-c2ccccc2Cl)nc1CN1CCCN(C(=O)c2ccco2)CC1
 : -0.7	6.5	-2.8	-4.3	-2.8	-4.5	-2.7	1.1	6.2
Cc1[nH]c2ccccc2c1N=Nc1ccccc1C(=O)O
 : 3.1	24.9	4.1	11.3	-0.9	-4.0	-2.4	-4.1	44.0*
COc1ccc(/C=N/n2cncn2)cc1Cn1nc(C)c([N+](=O)[O-])c1C
 : 7.2	19.9	2.5	4.5	.	-1.6	-0.1	0.9	0.6
CC12CN(S(=O)(=O)c3ccccc3)CC(C)(CN(S(=O)(=O)c3ccccc3)C1)C2
 : 3.1	16.4	3.7	-16.3	-5.6	-11.4	-2.9	-3.2	0.4
CCN(CC(=O)NC(C)(C)C)Cc1cc(=O)n2c(-c3ccccc3)csc2n1
 : -4.5	5.9	0.6	-1.4	-6.7	-0.2	-2.8	3.8	18.9
Cc1ccccc1/C=C/c1cccc[n+]1C
 : .	6.7	6.0	3.4	-4.4	-11.8	-1.3	-0.3	14.2
Oc1c(Cl)cc(Cl)cc1/C=N/c1nc(-c2ccc(Cl)cc2)cs1
 : 3.8	10.7	-0.5	5.6	.	7.0	-0.1	-3.3	2.9
O=C(c1ccco1)N1CCN(S(=O)(=O)c2cccc3nsnc23)CC1
 : 1.8	8.2	0.5	-5.0	-0.4	1.6	-3.6	-2.2	5.1
